# tuberculosis growth – growth inhibition of non-replicating M. tuberculosis (AID 488890) | Mycobacterium tuberculosis non-replicating, growth inhibition; higher % means a stronger effect | one-dose inhibition, % at 25 µM; IC50 in µM for titrated hits | 320,000 tested, 0.39% active; in the data active means a potency from the dose series; inconclusive means inhibition mostly from about 82% at the one dose, without a potency; inactive means the rest, 99 in 100 with inhibition below about 76%;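 further: plate controls were DMSO cells for no effect and high antibiotic wells for full effect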
# M. tuberculosis HTS – M. tuberculosis growth inhibition, HTS (AID 449762). M. tuberculosis H37Rv growth inhibition, 7H9 media; higher % means a stronger effect. inhibition, % at 25 µM, or IC50 in µM where a hit was titrated. 330,000 tested, 0.59% active; in the data active means a potency from the dose series; inconclusive means inhibition above about 70% without an active follow-up result;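 further: bacterial growth assessed after seven days of incubation; strong numbers were not always called active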
# Salmonella PhoP GFP – PhoP regulon inhibitors, Salmonella typhi PhoP promoter GFP reporter, confirmatory (AID 1850); Salmonella Typhi PhoP-promoter GFP reporter, fluorescence, 4 h; higher % means a stronger effect; inhibition, % at 50 µM, or IC50 in µM where a hit was titrated; 310,000 tested, 0.33% active; in the data active means a potency from the dose series; inconclusive means inhibition mostly from about 25% at the one dose, without a potency; inactive means the rest, 99 in 100 with inhibition below about 19%;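 further: 0% = induced wells with vehicle and 100% = uninduced wells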
# influenza NS1A – NS1A inhibition, H1N1 influenza, cell based functional assay (AID 504329). NS1A functional cell-based assay, percent inhibition; higher % means a stronger effect. one-dose inhibition, % at 12.5 µM; IC50 in µM for titrated hits. 340,000 tested, 0.3% active; in the data active means a potency from the dose series; inconclusive means inhibition above about 27% without an active follow-up result; further: strong numbers were not always called active
# VEEV TC-83 Vero – inhibitors of VEEV TC-83 cytopathic effect, confirmation, Vero cells (AID 588727); 350,000 tested, 0.13% active; one-dose inhibition, % at 20 µM; IC50 in µM for titrated hits; Vero cells, VEEV TC-83 cytopathic effect inhibition; higher % means a stronger effect; in the data active means a potency from the dose series; inconclusive means inhibition mostly from about 14% at the one dose, without a potency; inactive means the rest, 99 in 100 with inhibition below about 12%; further: strong numbers were not always called active
# VEEV TC-83 Vero 10K pilot screen – recorded beside VEEV TC-83 Vero, whose call it bears; inhibition, %; measured here: 10K pilot screen inhibition
# * marks the source's active call; other numbers are inactive results; i = inactive; u = inconclusive; x = not tested or not shown. Rows were taken by chance; about 1.6% have a hit in one of these screens.
SMILES,tuberculosis growth,M. tuberculosis HTS,Salmonella PhoP GFP,influenza NS1A,VEEV TC-83 Vero,others
O=C1CC(c2cccs2)c2cc3c(cc2N1)OCO3 (stereo not drawn),1%,-9%,8%,2%,1.7%,
Cc1cccc(C)c1NC(=O)CCS(=O)(=O)c1cccc2nsnc12,13%,7%,-4%,3%,i,
O=c1[nH]c(Nc2nc3ccccc3o2)nc2c1CCCC2,45%,u,20%,-4%,3.0%,
COCCCNC(=O)Cn1cnc2sc(C)c(S(=O)(=O)N3CCN(c4ncccn4)CC3)c2c1=O,8%,4%,8%,-5%,2.8%,
CC(C)Oc1ccc(C(CC(=O)O)NC(=O)c2cccs2)cc1 (stereo not drawn),-10%,-6%,-1%,-19%,1.4%,
CCOc1ccc2nc(N3CCCC(C(=O)N4CCN(CC)CC4)C3)sc2c1 (stereo not drawn),16%,-6%,x,-4%,0.9%,
CCn1cc(C(=O)N2CCN(c3ccc([N+](=O)[O-])cc3)CC2)c(=O)c2ccc(C)nc21,x,4%,8%,8%,2.3%,
CCS(=O)(=O)Nc1cccc(C(=O)CC2(O)C(=O)Nc3ccccc32)c1 (stereo not drawn),-1%,1%,-11%,2%,1.6%,
CC(=O)c1cccc(NC(=S)NC(=O)Cc2ccccc2)c1,32%,6%,6%,-1%,1.0%,VEEV TC-83 Vero 10K pilot screen=0.9
CC1CCCC(C)N1CCCNC(=O)C(=O)Nc1ccc2nc3n(c(=O)c2c1)CCCCC3 (stereo not drawn),12%,8%,4%,6%,3.1%,
CN(CCC#N)C(=O)COC(=O)C1c2ccccc2Oc2ccccc21,9%,-2%,0%,8%,i,
O=C(Nc1ccc(F)cc1)c1cccc(N2C(=O)c3ccccc3C2=O)c1,-4%,2%,19%,-6%,3.1%,
CN(Cc1ccccc1)C(=O)COC(=O)C1CCN(S(=O)(=O)c2ccc3c(c2)OCCO3)CC1,-10%,-4%,-3%,-6%,2.5%,
CCOc1ccc(N2C(=O)c3cccnc3C2Nc2ccc(Cl)cc2)cc1 (stereo not drawn),22%,0%,-7%,0%,1.0%,
CSc1ccc(C2c3[nH]c4ccccc4c3CCN2C(=O)c2ccnn2C)cc1 (stereo not drawn),-14%,1%,6%,4%,6.2%,
CCCC1C(=O)Nc2ccccc2N1C(=O)c1ccc(C(C)(C)C)cc1 (stereo not drawn),26%,4%,-1%,1%,2.5%,
O=C(CN1C(=O)CSC1=O)Nc1ccc(F)c(F)c1F,-1%,-5%,1%,-2%,1.7%,
CC(=O)c1c(C)[nH]c(C(=O)COC(=O)c2cccs2)c1C,-9%,4%,x,0%,10%,
COc1cc(C2c3c(-c4cc(Cl)c(C)cc4O)n[nH]c3C(=O)N2Cc2cccnc2)ccc1O (stereo not drawn),-25%,-2%,0%,-7%,4.2%,
CCc1ccc(-c2nc(CS(=O)CC(=O)NCc3ccc4c(c3)OCO4)c(C)o2)cc1 (stereo not drawn),37%,9%,-3%,4%,1.2%,
CC1CCc2sc(C(=O)NNS(=O)(=O)c3ccc(F)c(F)c3F)cc2C1 (stereo not drawn),22%,1%,0%,-3%,2.8%,
COc1ccc(OCC(=O)NCCCNC(=O)COc2ccc(OC)cc2)cc1,8%,3%,x,-21%,1.0%,
O=C(c1ccc2ccccc2n1)N1CCN(c2ccccn2)CC1,-5%,2%,-4%,5%,0.5%,
CCN(CC)S(=O)(=O)c1cccc(C(=O)N/N=C/c2cc(OC)c(O)c(OC)c2)c1,13%,-4%,4%,-2%,0.9%,
C#CCOC(=O)c1ccccc1C(=O)OCC#C,31%,70%,23%,-6%,0.7%,

# Sorted by length of the SMILES (lowest first): 6 of the compounds above.
SMILES,tuberculosis growth,M. tuberculosis HTS,Salmonella PhoP GFP,influenza NS1A,VEEV TC-83 Vero,others
O=C(CN1C(=O)CSC1=O)Nc1ccc(F)c(F)c1F,-1%,-5%,1%,-2%,1.7%,
CC(=O)c1cccc(NC(=S)NC(=O)Cc2ccccc2)c1,32%,6%,6%,-1%,1.0%,VEEV TC-83 Vero 10K pilot screen=0.9
CC(C)Oc1ccc(C(CC(=O)O)NC(=O)c2cccs2)cc1 (stereo not drawn),-10%,-6%,-1%,-19%,1.4%,
CC(=O)c1c(C)[nH]c(C(=O)COC(=O)c2cccs2)c1C,-9%,4%,x,0%,10%,
CSc1ccc(C2c3[nH]c4ccccc4c3CCN2C(=O)c2ccnn2C)cc1 (stereo not drawn),-14%,1%,6%,4%,6.2%,
CCn1cc(C(=O)N2CCN(c3ccc([N+](=O)[O-])cc3)CC2)c(=O)c2ccc(C)nc21,x,4%,8%,8%,2.3%,

# More compounds follow.
SMILES,tuberculosis growth,M. tuberculosis HTS,Salmonella PhoP GFP,influenza NS1A,VEEV TC-83 Vero,others
COC(=O)C(C)Sc1nc2ccsc2c(=O)n1Cc1ccccc1 (stereo not drawn),11%,-12%,3%,2%,0.5%,
CCC(C)(C(=O)NC1CCCCC1)N(C(=O)CNC(=O)c1ccccc1)c1c(C)n(C)n(-c2ccccc2)c1=O (stereo not drawn),-5%,-6%,-6%,-4%,0.9%,
CCOC(=O)c1c(S(=O)(=O)NCC(=O)N2CCN(c3cccc(OC)c3)CC2)c(C)n(C)c1C,5%,-7%,-5%,1%,4.4%,
COc1ccc(C)cc1NC(=O)CSc1nnc(-c2ccco2)n1N,10%,2%,0%,-3%,1.1%,
CCOc1cc(/C=N\Nc2nc(-c3ccc(C)cc3)c(NC(C)=O)s2)ccc1O,67%,u,-1%,4%,2.5%,
CCOn1c(SCC)nc2ccccc2c1=O,5%,-17%,2%,-4%,1.1%,
CN(CCO)c1ccc([N+](=O)[O-])cc1C(=O)O,-14%,-8%,-4%,9%,0.4%,
O=C(CSc1ncccn1)NC(=O)Cc1ccccc1,-8%,-6%,x,1%,1.9%,
CC(C)c1ccc(/C=N/NC(=O)CN(c2cccc(Cl)c2Cl)S(C)(=O)=O)cc1,16%,-10%,-1%,-4%,4.0%,
COc1ccc(CCNC(=O)CN2CCOc3ccccc32)cc1OC,-6%,-9%,-2%,-5%,1.3%,
CN(C)/C=N/c1nc2nccc(-c3ccccn3)n2n1,-11%,-7%,1%,-3%,1.8%,
O=C(CSc1ncnc2c1oc1ccccc12)Nc1cccc(C(F)(F)F)c1,x,8%,-2%,-1%,1.3%,
CCOC(=O)c1c(NC(=S)NC(C)=O)sc(C)c1C,-9%,0%,-2%,2%,1.9%,
CCN(Cc1cnn(C)c1)C(=O)c1cc(COc2ccc(F)cc2F)on1,-2%,-6%,16%,-15%,1.2%,
CCOC(=O)C1(CC2CC2)CCN(Cc2ccc(OC)cc2F)CC1,-5%,1%,-6%,4%,i,
O=C(Nc1ncccn1)c1cc(-c2ccc(F)cc2)nc2ccccc12,4%,13%,8%,6%,8.3%,
CC(Sc1nncn1C)C(=O)Nc1ccc(Cl)cn1 (stereo not drawn),-7%,0%,-2%,0%,i,
Cn1c(=O)[nH]c(=O)c2c1nc(Br)n2CCC(=O)c1ccccc1,u,14%,-9%,-6%,3.8%,
COc1ccc(OCC(O)Cn2c(Nc3cccc(C)c3)nc3c2c(=O)n(C)c(=O)n3C)cc1 (stereo not drawn),-5%,-1%,1%,-2%,0.4%,
O=C(NNC(=O)C1C2C=CC(C2)C1C(=O)O)c1ccccc1 (stereo not drawn),-4%,4%,-3%,-9%,1.7%,
COc1cc(C(c2c(C)[nH][nH]c2=O)c2c(C)[nH][nH]c2=O)ccc1OC(=O)c1cccc([N+](=O)[O-])c1,70%,8%,0%,13%,1.3%,
COC(=O)c1c(C)cc(O)c(C)c1O,5%,-5%,0%,0%,5.1%,
CCc1ccc(S(=O)(=O)N2CCN(C(=O)C3CCN(C(C)=O)CC3)CC2)cc1,-8%,-10%,-2%,-11%,3.0%,
O=C(Oc1ccc(C(=S)N2CCCCC2)cc1)c1ccccc1F,-28%,12%,-11%,-2%,0.5%,
CCn1cc(C(=O)NCCc2ccc(C)cc2)c(=O)c2cc(S(=O)(=O)N(C)C)ccc21,-16%,-6%,-6%,x,x,
# Next results
SMILES,tuberculosis growth,M. tuberculosis HTS,Salmonella PhoP GFP,influenza NS1A,VEEV TC-83 Vero,others
CC(C)CN(CC(C)C)S(=O)(=O)N1CCC(C(=O)NCc2cccs2)CC1,6%,1%,2%,2%,i,
Cc1ccc2c(Cn3ccnc3)cc(=O)oc2c1C,1%,-7%,-17%,-18%,2.1%,
COC(=O)CCC(=O)NC(=S)Nc1cc(Cl)ccc1Cl,u,-2%,-6%,0%,1.1%,
CC(NC(=O)Cn1cccc1C(=O)c1ccccc1)c1ccc2c(c1)OCCO2 (stereo not drawn),9%,6%,-8%,-5%,0.1%,
CN(C)C(=O)CCc1ccc2c3c([nH]c2c1)[C@]1(C)[C@@H](C(=O)N2CCOCC2)C[C@H](CC(=O)NC(C)(C)C)C(=O)N1CC3,x,x,x,-4%,0.7%,
CC1CCCN(c2nc3ccccc3nc2C(C#N)S(=O)(=O)c2ccccc2)C1 (stereo not drawn),23%,-2%,-28%,8%,0.3%,VEEV TC-83 Vero 10K pilot screen=2.4
O=C(Nc1ncc2c(n1)CC(c1ccc(Cl)cc1)CC2=O)c1ccco1 (stereo not drawn),28%,1%,-20%,-10%,2.3%,
Cc1onc(-c2ccccc2)c1C(=O)Nc1nc(-c2cc(F)ccc2F)cs1,-11%,-8%,-8%,-10%,0.4%,
CC1=NC(C)(C)Cc2ccccc21,18%,-5%,-17%,0%,7.2%,
COc1ccc(CCNC(=O)Cc2ccc(C)cc2)cc1OC,-1%,-1%,8%,-15%,0.2%,
NC(N)=NC(=S)Nc1ccc(Cl)cc1,59%,3%,18%,-5%,1.5%,
O=[N+]([O-])c1ccccc1OCCOc1ccccc1[N+](=O)[O-],-6%,6%,1%,7%,1.4%,
O=S(=O)(c1cccc2cccnc12)N1CCN(c2ccccc2)CC1,9%,6%,-8%,-4%,0.3%,
CC(=O)Nc1ccc(S(=O)(=O)NCC(=O)NC(C)c2ccc(S(N)(=O)=O)cc2)cc1 (stereo not drawn),-1%,-1%,5%,2%,i,
O=C1C(c2ccc(F)cc2)N(Cc2ccc3c(c2)OCO3)C(=O)CN1C1CCCCCC1 (stereo not drawn),15%,1%,-6%,-12%,1.6%,
CCCN(CCC)C(=O)C1CC(=O)OC12CCCCC2 (stereo not drawn),1%,1%,4%,x,1.2%,
CCOP(=O)(Cc1cc(C(C)=O)c(C)o1)OCC,-2%,-4%,2%,-4%,0.1%,
Cc1onc(-c2ccccc2Cl)c1C(=O)Nc1ccc(-n2nncc2C(C)(C)C)cc1,x,x,-10%,3%,i,
CCOC(=O)c1c(NC(=O)COC(=O)/C=C/c2ccco2)sc2c1CC(C)(C)NC2(C)C,44%,u,-2%,9%,u,
OCC[C@H]1C[C@@H](O)[C@H](O)[C@@]2(OCCc3ccccc32)O1,-7%,-4%,0%,-2%,0.0%,
CSCCC(NC(=O)c1cccc(C)c1)C(=O)NCc1cccs1 (stereo not drawn),-11%,-3%,x,-6%,1.3%,
O=C(Nc1ccc(-c2noc(CCc3ccccc3)n2)cc1)c1ccco1,u,u,-12%,-5%,3.4%,
S=C(Nc1nc2c(s1)CCCC2)NC1CC1,56%,22%,-2%,-4%,6.3%,
CCN(CC)CCNC(=O)c1ccc(NC(=O)COc2ccccc2F)cc1,-8%,7%,-6%,3%,1.2%,
CCN(CC(=O)Nc1ccc(NC(C)=O)cc1)C(=O)c1cc2c(s1)CCCCC2,8%,-5%,x,-20%,3.0%,
# Next structures
SMILES,tuberculosis growth,M. tuberculosis HTS,Salmonella PhoP GFP,influenza NS1A,VEEV TC-83 Vero,others
CCOc1cc(Br)c(CN2C(=O)NC3(CCCCCC3)C2=O)cc1OCC,27%,18%,6%,-4%,2.2%,
COC(=O)c1ccc(/C=C2\SC(=S)N(CCCC(=O)N3CCOCC3)C2=O)cc1,x,x,x,5%,2.3%,
c1ccc(Nc2nc3ccccc3n3nnnc23)cc1,-13%,-7%,2%,-3%,11%,
O=C(CSc1ncn(-c2ccccc2)n1)Nc1nncs1,28%,3%,2%,-3%,0.4%,
Cc1ccc(-c2cc(C(F)F)n3ncc(C(=O)NCc4ccco4)c3n2)cc1,-1%,3%,9%,3%,6.1%,
Nc1ccc(Sc2ccccc2Cl)nc1,5%,51%,0%,-18%,1.7%,
CC(C)CNC(=O)C1CC(=O)OC12CCCCC2 (stereo not drawn),5%,3%,-12%,-3%,i,
CCn1c(CC(=O)Nc2cccc(Cl)c2Cl)nnc1SCCOc1ccc(OC)cc1,25%,-3%,-10%,0%,i,
Cc1nc(SC(C(=O)c2ccccc2)c2ccccc2)nc2ccccc12 (stereo not drawn),-2%,1%,-8%,-1%,1.9%,
O=C(NCCCn1ccnc1)/C(=C\c1cccnc1)NC(=O)c1ccccc1F,3%,-4%,-3%,-1%,0.8%,

# Assay outcomes as filed in PubChem.
